# FAK blocker – inhibitors of human focal adhesion kinase. AID 727. Q05397. actives 0.84% (n = 97,000). biochemical FAK kinase activity assay. inhibition, %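 (tested at 7 µM)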; in the data active = inhibition above about 19%;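 also: 0% = DMSO and 100% = reference compound high control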
# PLAP activator – activates human placental alkaline phosphatase. AID 696. P05187. actives 1.2% (n = 96,000). purified PLAP enzyme, luminescent substrate read-out; hits give high values. activation fold at 20 µM; in the data active = activation fold above about 2
# Target sequence (P05187 whole entry, looked up): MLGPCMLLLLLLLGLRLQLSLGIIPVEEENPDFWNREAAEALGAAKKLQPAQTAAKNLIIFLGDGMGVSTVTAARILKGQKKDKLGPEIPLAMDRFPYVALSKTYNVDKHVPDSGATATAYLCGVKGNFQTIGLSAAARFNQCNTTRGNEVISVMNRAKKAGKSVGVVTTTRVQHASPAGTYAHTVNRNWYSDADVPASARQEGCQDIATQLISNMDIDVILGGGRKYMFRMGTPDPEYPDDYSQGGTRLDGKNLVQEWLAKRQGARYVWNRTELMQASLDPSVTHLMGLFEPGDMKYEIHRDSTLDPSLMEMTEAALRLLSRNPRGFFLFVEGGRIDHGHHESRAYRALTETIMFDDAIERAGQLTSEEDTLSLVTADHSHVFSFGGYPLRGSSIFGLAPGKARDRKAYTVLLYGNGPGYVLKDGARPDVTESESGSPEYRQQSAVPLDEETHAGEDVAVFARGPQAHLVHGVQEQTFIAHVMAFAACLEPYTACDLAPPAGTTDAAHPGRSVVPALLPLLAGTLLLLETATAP
# ERb coact inh – blocks coactivator binding to human estrogen receptor beta | TR-FRET ER-beta LBD / SRC1-Cy5 peptide binding; receptor agonist-loaded with 1 µM estradiol | actives 1.3% (n = 86,000) | inhibition, % at 25.6 µM | Q92731;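 active = compounds whose percent inhibition of the receptor-coactivator binding signal exceeds about 50% in the single-dose screen, limit read from the data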;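 also: 0% = receptor plus peptide wells without compound and 100% = peptide-only wells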
# Target sequence (Q92731 whole entry, looked up, the tested form may be a part): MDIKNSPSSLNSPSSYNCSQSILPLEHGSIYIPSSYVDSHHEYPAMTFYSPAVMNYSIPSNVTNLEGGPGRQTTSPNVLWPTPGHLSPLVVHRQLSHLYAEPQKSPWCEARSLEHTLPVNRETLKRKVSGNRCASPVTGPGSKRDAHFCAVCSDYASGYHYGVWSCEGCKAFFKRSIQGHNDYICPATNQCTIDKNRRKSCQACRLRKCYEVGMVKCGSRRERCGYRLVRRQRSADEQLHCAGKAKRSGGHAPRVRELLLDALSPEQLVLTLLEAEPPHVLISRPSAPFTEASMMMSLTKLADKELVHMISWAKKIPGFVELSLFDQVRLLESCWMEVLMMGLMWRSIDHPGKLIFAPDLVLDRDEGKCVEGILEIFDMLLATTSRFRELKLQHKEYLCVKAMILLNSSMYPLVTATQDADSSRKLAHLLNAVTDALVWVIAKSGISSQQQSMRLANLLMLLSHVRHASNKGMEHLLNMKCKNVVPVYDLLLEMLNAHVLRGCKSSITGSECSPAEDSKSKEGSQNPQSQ
# CD11b adhes inh – inhibitors of human CD11b/CD18 binding to fibrinogen; P05107+P11215; K562 CD11b/CD18 adhesion to fibrinogen, ATPlite luminescence; Mn2+ added to activate the integrin; inhibition, % at 10 µM; actives 0.54% (n = 93,000); AID 1497;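 active = primary inhibition of 50% or more at 10 µM, then 40% or more on retest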; also: some results filed as inactive read as strong as hits
# ERa coact inh – ER-alpha (human) coactivator binding inhibition | actives 1.7% (n = 86,000) | inhibition, % at 25.6 µM | TR-FRET ER-alpha LBD / SRC-1 peptide, estradiol-bound; in the data active = inhibition above about 50%;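 also: 0% = receptor plus peptide control and 100% = peptide only without receptor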
# ERa coact pot – ER-alpha (human) coactivator binding potentiation; P03372; coactivator binding (% of control), % at 25.6 µM; TR-FRET ERalpha-LBD/SRC-Cy5 coactivator binding, 2 h; 100 = basal binding, no effect; actives 1.3% (n = 86,000); AID 639; in the data active = activity above about 200%;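 also: binding measured in presence of low estradiol as agonist stimulus; 0% = peptide alone without receptor and 100% = receptor with peptide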
# Ecoli WT expand – E. coli BW25113 growth inhibition, expanded screen; OD600 absorbance; growth inhibition, % at 100 µM; actives 0.15% (n = 98,000); AID 710;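 active = growth inhibition above about 50% at one test dose, limit read from the data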;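 also: growth measured after 20 h incubation at 37 °C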
# MT1-MMP txn act – activates MT1-MMP transcription; actives 0.16% (n = 86,000); HT1080 MT1-MMP promoter luciferase reporter, luminescence, overnight; hits give high values; activation factor at 10 µM; AID 750;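 active = activation factor of at least 2 for MT1-MMP transcription at 10 µM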
# Mac1 fbg enh – CD11b/CD18-fibrinogen binding enhancement. P05107+P11215. K562 CD11b/CD18 adhesion to fibrinogen, ATPlite luminescence. activation, % at 10 µM. actives 0.07% (n = 93,000). AID 1499;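 active = 10 µM primary screen giving 50% or more activity, confirmed by 40% or more on retest at that dose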; also: strong numbers were not always called active; reference of the scale not given here
# Numbers without * were called inactive; . = no result given; [ ] = another dose, or the depositor's remark.
SMILES,FAK blocker,PLAP activator,ERb coact inh,CD11b adhes inh,ERa coact inh,ERa coact pot,Ecoli WT expand,MT1-MMP txn act,Mac1 fbg enh
CCn1c(SCC(=O)N2CCCc3ccccc32)nnc1-c1cccs1,-1,0.8,-11[fluorescence artefact?],2,-8,93,-1,1.2,0
CC(C)CCN1CC(C(=O)N2CCN(c3ccc(F)cc3)CC2)CC1=O (stereo unspecified),-1,1.1,-6,.,-7,121,2,1.1,.
COC(=O)c1cc(OC)c(OC)cc1NC(=O)c1ccc(OC)cc1,-7,1,.,7,.,.,1,.,0
COc1ccc(CN(C(C)=O)c2cccc(C)c2C)cc1,0,1.4,11[fluorescence artefact?],15,31,119,5,.,-4
CN(c1ccccc1C(=O)N1CCN(c2ccccc2)CC1)S(C)(=O)=O,0,.,10,.,-5,114,.,1.2,.
CCOC(=O)c1cc2sccc2n1CC(=O)OC,-1,1.1,-10,6,1,103,3,.,-4
COc1ccc(C2C(C(=O)c3sc(C)nc3C)=C(O)C(=O)N2CCN(C)C)cc1OC (stereo unspecified),-13,0.9,.,-30,.,.,-15,1.1,4
C=CCn1cc(C(=O)N2CCN(C)CC2)c(=O)c2cc(S(=O)(=O)N3CCCC3)ccc21,9,1.2,-11,-3,2,102,2,1,0
Cc1ccc(OC(=O)c2ccc(Br)o2)cc1,0,1.1,-4,9,-9,82,11,1.1,-2
CCOc1ccccc1N(CC(=O)NC1CCCC1)C(=O)CCCC(=O)Nc1ccccn1,-3,1.8,2,10,-11,112,-3,1,-1
CN1C(=S)SC(C)(C)C1/[N+]([O-])=C/c1cccnc1 (stereo unspecified),-3,0.8,3,-17,1,113,-3,1,-2
CCN(CC)CCNC(=O)COc1ccc(Cl)cc1Cl,8,1.1,9,.,-14,99,5,1,.
COc1cc(CNc2cccc(F)c2)cc(Br)c1O,-1,1.4,9,0,10[fluorescence artefact?],71,-19,1.1,1
O=C1NCCCc2nc(Oc3ccccc3)sc21,-1,0.9,-4,-7,-7,134,4,1.1,-2
N#CC1=C(N)Oc2cc(O)ccc2C1c1ccccc1 (stereo unspecified),.,1.1,3,-1,1,80,1,0.8,-4
COc1ccc(NC(=O)/C(=C\c2ccc(OS(=O)(=O)c3ccc(C)cc3)cc2)NC(=O)c2ccccc2)cc1,1,1.3,2,.,-4,91,-8,1.1,.
CCCCn1c(SCC(=O)N2c3ccccc3CCc3ccccc32)nc2c1c(=O)n(C)c(=O)n2C,0,.,33,.,32,94[fluorescence artefact?],.,1.2,.
Cc1ncc([N+](=O)[O-])n1CC(C)O (stereo unspecified),1,1.1,-12,0,-1,89,-3,1.1,-2
CCOC(=O)c1oc2ccc(CNC3CCCCC3)c(Cl)c2c1C,-1,.,-3,.,-2[fluorescence artefact?],93,.,1.3,.
CCN(CC)c1ccc(NC(=O)c2cc3ccccc3o2)c(C)c1,-2,1.1,-4,-6,-10[fluorescence artefact?],131,-8,1.2,3
CCC(C)(C)NC(=O)C(c1cccs1)N(CC1CCCO1)C(=O)Cn1nnc2ccccc21 (stereo unspecified),0,1,-6,-5,-5,127[fluorescence artefact?],-1,1,3
CNC(=O)CSCc1cnn(-c2ccccc2)c1-n1cccc1,2,1.6,-12,30,13,89,-1,1.1,-2
CCN(C(=O)CN1CCN(c2ccc(O)cc2)CC1)c1c(N)n(Cc2ccccc2)c(=O)[nH]c1=O,-4,1.1,31,2,24,91[fluorescence artefact?],5,1.2,-3
CCOCC(=O)Nc1ccc(-c2cn3cccnc3n2)cc1,-3,0.9,.,1,.,.,12,1.2,-1
CCOC(=O)c1c(C)[nH]c(C(=O)OCC(=O)Nc2cc(C)c(Cl)cc2OC)c1C,2,0.9,.,-9,.,.,-7,.,32

# Next part:
SMILES,FAK blocker,PLAP activator,ERb coact inh,CD11b adhes inh,ERa coact inh,ERa coact pot,Ecoli WT expand,MT1-MMP txn act,Mac1 fbg enh
N#Cc1nc(COc2ccc(Cl)cc2Cl)oc1N1CCOCC1,1,1.1,-4,-12,-1,93,-2,1.2,0
COc1cccc(NC(=O)CSC2=C(C#N)C(c3ccco3)C3=C(CCCC3=O)N2)c1 (stereo unspecified),6,1,0[fluorescence artefact?],-1,0,113,1,1.3,-1
COC(=O)C1=C(C(=O)OC)C(c2cc(Cl)ccc2O)c2sc(=O)[nH]c2S1 (stereo unspecified),1,1.1,.,15,.,.,7,.,2
Cc1cc(C)c(C)c(OCC(=O)N2CCOCC2)c1,1,1.4,-9,12,17[fluorescence artefact?],108,5,1.1,-6
O=C(COc1ncnc2c(Cl)cc(Cl)cc12)NC1CCCCCC1,6,0.9,2,-3,7,120,-15,1.1,-4
CSc1ccc(S(=O)(=O)NC2CCCCC2)cc1,-1,0.8,4[fluorescence artefact?],4,6[fluorescence artefact?],105[fluorescence artefact?],-7,1.1,-5
CCCOc1ccc(/C(O)=C2/C(=O)C(=O)N(CCCN3CCOCC3)C2c2ccncc2)cc1 (stereo unspecified),.,.,-25,.,-48,101,.,1,.
CC(C)(C)CC(C)(C)NC(=S)Nc1ccc2nc(-c3ccccn3)c(-c3ccccn3)nc2c1,0,1.4,.,-18,.,.,4,.,3
CC(C)CC(=O)Nc1ncnc2c1C(=O)CC(C)(C)C2,-2,1,3,-6,-8,96,-7,1.3,6
COc1ccc2nc(NC(=O)c3cc(S(=O)(=O)N4CCOCC4)ccc3C)sc2c1,-3,1.1,1,1,7,109,-5,1.1,-3
O=C(Nc1ccccc1)c1ccccc1O,-1,0.9,10,5,2,110,32,1.3,-5
COc1cc2[nH]cc(C(=O)NCc3cccs3)c(=O)c2cc1OC,3,.,-6[fluorescence artefact?],.,-6[fluorescence artefact?],113[fluorescence artefact?],.,1.2,.
CCCCOc1ccc(C(=O)Nc2ccc(N3CCN(C(=O)C(C)C)CC3)cc2)cc1,3,0.9,-9[fluorescence artefact?],-3,-22[fluorescence artefact?],89,-4,1.1,54
COC(=O)c1cccc(S(=O)(=O)N2CCOCC2)c1,1,0.9,7,-8,-4,102,5,1.2,2
COCC(=O)N1CCCN(c2nc3c(C)cccc3cc2C#N)CC1,1,1.4,-5,1,-1,97,3,.,4
Cc1cc(C(F)(F)F)n2ncc(-c3ccc(F)cc3)c2n1,1,0.9,-4,10,17,112,-2,1.1,-3
Cc1oc(-c2ccccc2F)nc1CN1CCC(C(=O)NC2CC2)CC1,-4,1.3,17[fluorescence artefact?],-14,11,91,-9,0.9,-2
CCOC(=O)c1c(C)[nH]c(C(=O)COC(=O)c2ccncc2)c1C,10,1,-4,12,-9,116,-2,1.1,-6
COc1ccc(OCc2nc(N)nc(Nc3ccccc3)n2)cc1,3,0.8,-8,-24,-5,106,1,1.4,2
O=C(O)c1ccc(CSc2nc3ccccc3o2)cc1,-6,1,-8[fluorescence artefact?],.,4,105,-11,1.4,.
O=C(CSc1nncn1-c1ccccc1)NCc1cccs1,0,0.7,-6,1,-2,105[fluorescence artefact?],8,1.3,-1
COc1ccccc1CCNC(=O)c1cnccn1,2,1.2,17,0,27,72,7,1.2,13
CCn1c(COc2ccccc2C)nnc1SCC(=O)O,-3,1.1,0[fluorescence artefact?],-13,13,143,-4,1.1,-4
Cn1nnnc1SCC(=O)NCc1ccco1,-4,0.8,0,-30,-10,126,1,1.2,17
CCC(=O)Nc1nnc(-c2ccncc2)s1,0,0.9,3,-5,6,102,5,1.1,-5

# Next section
SMILES,FAK blocker,PLAP activator,ERb coact inh,CD11b adhes inh,ERa coact inh,ERa coact pot,Ecoli WT expand,MT1-MMP txn act,Mac1 fbg enh
O=C(O)c1ccc(N2C(=O)CC(Cc3ccccc3)C2=O)cc1 (stereo unspecified),-2,0.9,7,4,-3,109,-5,1.1,-5
Nc1nc2c3ccccc3nc(C3CC3)n2n1,-3,0.8,-3,-6,-4,101,0,1.2,-3
O=C(Cn1nnc(-c2cccs2)n1)NCCc1ccccc1,0,.,-6,.,-8,105,.,1.2,.
CC(C)C1C(C#N)=C(N)SC(N)=C1C#N,-6,1,1,-8,-3,99,-1,1.2,-5
Cc1cc(SCC(=O)NC(=O)NCc2ccco2)nc2ccccc12,-4,0.9,5,8,9,127,1,0.9,-3
Cc1cc(NS(=O)(=O)c2ccc(Nc3nc(-c4sc(N)nc4C)cs3)cc2)no1,3,1.3,56*[fluorescence artefact?],-10,22,55,0,1.1,-8
Cc1cc(=O)[nH]c(SCC(=O)c2c(N)n(C)c(=O)n(C)c2=O)n1,0,0.8,.,-1,.,.,-3,.,-4
COC(=O)C1=CNC=C(C(=O)OC)C1c1ccc(C(=O)OC)cc1,.,2*,-4,-1,-13,127[fluorescence artefact?],-5,1.2,-1
CC1CN(Cc2nc3c(c(=O)n(C)c(=O)n3C)n2Cc2cccc(Cl)c2)CC(C)O1 (stereo unspecified),4,1.3,.,-10,.,.,-4,1.1,-3
O=S(=O)(c1ccc2nc(-c3ccco3)c(-c3ccco3)nc2c1)N1CCOCC1,13,1.3,.,8,.,.,-13,0.8,-3
CC1=C(C#N)C2C(/C1=N/O)C2(C)C (stereo unspecified),-1,1,-1[fluorescence artefact?],-7,5[fluorescence artefact?],111,-1,1,-4
CC(C)CN1C(=O)CC(Sc2ccccc2C(=O)O)C1=O (stereo unspecified),2,1.2,3[fluorescence artefact?],7,14,92,3,1.5,-2
CSc1nsc(SC)c1NC(=O)OCC1CCCO1 (stereo unspecified),1,0.9,.,5,.,.,5,.,4
CC(=O)Nc1ccc(S(=O)(=O)N2CCC(NC(=O)c3ccco3)CC2)cc1,6,1,10,-13,-30,120,2,1.1,-4
Cc1ccc(S(=O)(=O)/C(C#N)=C/c2c(N3CCC(C(N)=O)CC3)nc3ccccn3c2=O)cc1,0,1.8,11,9,7,77[fluorescence artefact?],4,1,0
Cc1ccc(S(=O)(=O)Nc2nc3ccccc3nc2NCc2ccco2)cc1C,-4,1.1,11,35,12,97,-11,1.3,-6
Cc1ccc(CNC(=O)CSc2c3c(nc4cc(Cl)ccc24)CCCC3)o1,7,1.5,12,8,16[fluorescence artefact?],99[fluorescence artefact?],-2,1.1,-1
CCOC(=O)C1CCCN(C2CC(=O)N(c3cccc(C(F)(F)F)c3)C2=O)C1 (stereo unspecified),-1,1.2,.,-1,.,.,3,1.1,-2
COc1ccc(-c2nc(CS(=O)CC(=O)NCc3ccc(Cl)cc3)c(C)o2)cc1 (stereo unspecified),-1,1.4,7[fluorescence artefact?],3,-6,87,-6,1,6
CCn1c(=O)n(CC)c2cc(S(=O)(=O)N3CCCCC3)c(C)cc21,3,1.2,-1,6,2,100,2,1.1,-5
Cc1nn(-c2ccccc2)c(Cl)c1C(=O)NCCCCNC(=O)c1c(C)nn(-c2ccccc2)c1Cl,1,0.9,-1[fluorescence artefact?],3,7[fluorescence artefact?],110,-3,.,-1
O=c1[nH]c2c(c(=O)n1Cc1ccccc1)CCC2,2,0.9,0,4,-7,107,7,.,-4

# Given with two lines to a compound: 7 of the compounds above
# Each structure is followed by: FAK blocker	PLAP activator	ERb coact inh	CD11b adhes inh	ERa coact inh	ERa coact pot	Ecoli WT expand	MT1-MMP txn act	Mac1 fbg enh
- O=C(O)c1ccc(N2C(=O)CC(Cc3ccccc3)C2=O)cc1 (stereo unspecified)
    -2	0.9	7	4	-3	109	-5	1.1	-5
- Nc1nc2c3ccccc3nc(C3CC3)n2n1
    -3	0.8	-3	-6	-4	101	0	1.2	-3
- O=C(Cn1nnc(-c2cccs2)n1)NCCc1ccccc1
    0	.	-6	.	-8	105	.	1.2	.
- CC(C)C1C(C#N)=C(N)SC(N)=C1C#N
    -6	1	1	-8	-3	99	-1	1.2	-5
- Cc1cc(SCC(=O)NC(=O)NCc2ccco2)nc2ccccc12
    -4	0.9	5	8	9	127	1	0.9	-3
- Cc1cc(NS(=O)(=O)c2ccc(Nc3nc(-c4sc(N)nc4C)cs3)cc2)no1
    3	1.3	56*[fluorescence artefact?]	-10	22	55	0	1.1	-8
- Cc1cc(=O)[nH]c(SCC(=O)c2c(N)n(C)c(=O)n(C)c2=O)n1
    0	0.8	.	-1	.	.	-3	.	-4

# Assay outcomes as filed in PubChem.
